Screening data (PubChem BioAssay)
HTRA1 inhibitor: blocks human HTRA1 serine peptidase | 0.5% of 340,000 active | Q92743 | recombinant HTRA1, FP-rhodamine activity-based probe, fluorescence polarization | inhibition, % at 5.96 µM; in the data active = inhibition above about 36%;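 note: 0% = enzyme with DMSO and 100% = wells lacking enzyme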
TDP2 inh: blocks human TDP2 phosphodiesterase activity. AID 720702. O95551. inhibition, % at 12.8 µM. recombinant TDP2, T5PNP hydrolysis, p-nitrophenol absorbance 415 nm. 0.34% of 370,000 active;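 active = inhibition above the mean of all tested compounds plus 3 SD, set per campaign, cut at about 25% in these data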;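 note: 0% = DMSO with enzyme and 100% = buffer with substrate but no TDP2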
Target sequence (O95551 whole entry, looked up): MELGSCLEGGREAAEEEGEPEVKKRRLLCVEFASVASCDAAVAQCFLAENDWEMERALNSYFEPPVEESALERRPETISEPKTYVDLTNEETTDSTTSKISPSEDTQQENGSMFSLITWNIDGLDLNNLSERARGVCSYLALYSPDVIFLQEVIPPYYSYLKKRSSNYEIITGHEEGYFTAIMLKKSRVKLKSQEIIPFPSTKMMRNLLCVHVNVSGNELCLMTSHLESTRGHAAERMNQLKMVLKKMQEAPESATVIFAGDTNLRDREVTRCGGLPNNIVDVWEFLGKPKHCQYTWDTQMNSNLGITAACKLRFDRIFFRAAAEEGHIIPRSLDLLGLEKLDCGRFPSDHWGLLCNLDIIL
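Test system: human TDP2 enzyme; Input: 120 nM TDP2 per well; Buffer or medium: Mg2+-containing Tris-HCl buffer, pH 7.5; Reagent: 5 mM T5PNP; Dosing: 12.8 µM single point, 1% DMSO; Incubation: reaction 2 h, 37 °C; Detection: p-Nitrophenol epi absorbance; Read-out: % inhibition relative to enzyme-containing and enzyme-free wells; Replicates: single well per compound.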
PRMT1 inh: PRMT1 (human) inhibition, primary screen. Q99873. recombinant PRMT1, activity-based probe fluorescence polarization. inhibition, % at 2.79 µM. 1.3% of 370,000 active;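 active = inhibition above about 21% made by adding two undisclosed values, limit read from the data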
PG9 Ab binder: small molecules binding HIV-1 gp120 antibody PG9; TR-FRET gp120-PG9 antibody binding; 0.43% of 360,000 active; inhibition, % at 6.7 µM; AID 624416; in the data active = inhibition above about 8.5%
mABHD4 FP: inhibits mouse alpha/beta hydrolase domain 4; 0.54% of 370,000 active; Q8VD66; inhibition, % at 8.92 µM; purified mABHD4, FP-Rh probe fluorescence polarization; AID 720543;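 active = inhibition exceeding the mean over every tested compound plus 3 SD, cut at about 30% in these data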;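 note: 0% = plate median of compound wells and 100% = S159A mutant with DMSO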
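System: mouse ABHD4 enzyme, wild type / Medium: HEPES pH 7.0, NaCl, Pluronic buffer / Reagent: FP-Rh activity-based fluorescent probe / Control set: S159A mutant high control, sample median low control / Detection: fluorescence polarization with parallel and perpendicular emission, 525/598 nm / Schedule: 45 min + 60 min at 25 °C / Compound dosing: 8.92 µM, single dose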
NR1D1 modulator: modulates human Rev-erb alpha binding to DNA. P20393. Rev-erbα–FITC-DNA binding, fluorescence polarization, 90 min. activity, % at 10 µM. 0.79% of 370,000 active;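 active = activity above about 14%, limit read from the data; passing the limit was not always enough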;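 note: 0% = DMSO wells with 35 nM protein and 100% = DMSO wells with 750 nM protein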
LEDGF integ inh: blocks HIV-1 LEDGF/p75-dependent DNA integration; TR-FRET IN-LEDGF/p75 DNA integration, Eu/Cy5; inhibition, % at 3.7 µM; 0.64% of 370,000 active; AID 743269;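 active = inhibition above the screen-wide mean plus 3 SD, cut at about 13% in these data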;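 note: signal is the Cy5 over europium emission ratio at 671 and 618 nm; 0% = plate median of compound wells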
TCR CD3 inh: human TCR-CD3 binding inhibition; TAMRA-labeled TCR probe fluorescence, biochemical; inhibition, % at 9.4 µM; 0.37% of 360,000 active; in the data active = inhibition above about 19%;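 note: recombinant mutant TCR 2C K166C tagged with TAMRA read by polarization; 0% = receptor in buffer alone and 100% = receptor with positive control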
SIAE primary: inhibitors of human sialic acid acetylesterase SIAE. Q9HAT2. SIAE FP-Rh probe binding, fluorescence polarization. inhibition, % at 9.66 µM. 0.69% of 370,000 active;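 active = inhibition above a cutoff: mean of compounds within the control limits plus 3 SD of those, cut at about 17% in these data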;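 note: 0% = plate median of compound wells and 100% = probe without SIAE protein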
Target sequence (Q9HAT2 whole entry, looked up): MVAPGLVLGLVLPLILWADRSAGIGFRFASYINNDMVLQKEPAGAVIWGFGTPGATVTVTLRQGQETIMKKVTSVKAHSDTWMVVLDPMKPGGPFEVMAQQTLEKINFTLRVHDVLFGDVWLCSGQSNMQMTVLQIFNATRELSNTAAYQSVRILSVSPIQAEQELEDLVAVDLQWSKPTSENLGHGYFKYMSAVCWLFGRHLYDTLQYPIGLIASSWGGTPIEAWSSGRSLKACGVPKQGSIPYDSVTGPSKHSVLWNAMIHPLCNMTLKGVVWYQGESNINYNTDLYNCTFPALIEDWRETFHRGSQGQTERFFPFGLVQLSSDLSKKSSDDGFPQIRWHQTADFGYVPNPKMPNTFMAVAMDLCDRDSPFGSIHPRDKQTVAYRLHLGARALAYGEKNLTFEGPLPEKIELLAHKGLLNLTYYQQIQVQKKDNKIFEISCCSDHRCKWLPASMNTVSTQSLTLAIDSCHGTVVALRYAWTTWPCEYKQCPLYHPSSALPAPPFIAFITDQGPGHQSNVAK
rCAG binder: r(CAG) repeat RNA binding. inhibition, % at 3 µM. TO-PRO-1 dye displacement fluorescence. AID 651821. 1.3% of 370,000 active;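 active = inhibition above the plate cutoff, the mean of all test compounds on that plate plus 3 SD, cut at about 35% in these data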;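 note: 0% = DMSO alone and 100% = 100 µM mitoxantrone as full dye displacement; higher means more dye released from RNA so lower well fluorescence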
The depositor's hits bear a star; · = not tested or not shown.

SMILES	HTRA1 inhibitor	TDP2 inh	PRMT1 inh	PG9 Ab binder	mABHD4 FP	NR1D1 modulator	LEDGF integ inh	TCR CD3 inh	SIAE primary	rCAG binder
CN(Cc1ccccc1)c1ccc(C(=O)O)cc1[N+](=O)[O-]	-1.0	4.1	3.1	-2.2	14.5	3.9	2.7	4.2	-6.1	0.2
c1ccc2c(NCCc3c[nH]c4ccccc34)c3ccccc3nc2c1	0.2	-11.1	7.8	-4.1	9.9	-0.3	-4.0	-1.2	4.5	26.3
O=C(NC1CC1)c1c[nH]c2ccc(S(=O)(=O)Nc3cccc(C(F)(F)F)c3)cc2c1=O	-23.3	-7.0	1.2	-2.0	-42.6	-1.0	1.8	-10.5	-17.6	36.5*
Cc1nn(CCCC(=O)Nc2sc3c(c2C#N)CCC3)c(C)c1[N+](=O)[O-]	-2.5	4.8	3.4	-0.8	5.4	-3.2	18.3*	4.2	-0.5	3.0
Cc1[nH]c(=O)[nH]c(=O)c1S(=O)(=O)Nc1ccc(Oc2ccccc2)cc1	-4.2	-2.5	2.2	-2.6	-6.0	4.2	-1.9	10.1	0.2	3.0
O=c1c2ccccc2ncn1CCCCOc1ccccc1F	-1.9	9.1	0.9	-0.5	-1.8	-1.2	1.2	2.6	-5.5	-7.3
CCOC(=O)c1c(NC(=O)c2ccc(N3C(=O)C4C5C=CC(C5)C4C3=O)cc2)sc2c1CCCC2 (stereo not given)	-4.9	-2.6	-1.7	-1.9	-2.8	1.7	2.5	1.7	0.4	2.3
COc1cc(CO)ccc1OCC(=O)Nc1cccc2ccccc12	-4.4	-2.8	-4.7	-0.3	-1.0	9.9	-2.1	-1.3	2.3	-0.8
Cc1cc(C)n2nc(C(=O)OCC(=O)NNC(=O)c3ccccc3)nc2n1	4.0	11.3	-1.9	-0.3	5.5	2.0	-1.1	-3.1	4.8	4.3
CCN(CCCNC(=O)C1CCN(S(=O)(=O)c2cnc[nH]2)CC1)c1ccccc1	1.5	4.1	-2.2	-0.4	-0.2	-2.5	-1.5	7.7	0.1	1.6
O=S(=O)(/N=C(/Nc1ccccc1)c1ccccc1)c1cccs1	-8.0	2.1	-1.4	-2.2	1.1	-3.6	1.2	-0.2	-2.5	-1.0
CC(C)c1ccc(Nc2nnc(SCC(=O)Nc3ncc(S(=O)(=O)c4ccc([N+](=O)[O-])cc4)s3)s2)cc1	-7.2	-11.3	3.9	-1.7	-6.5	-0.4	1.1	-3.1	1.2	8.2
CNC(=O)OCCSCCS(=O)(=O)c1ccc(Cl)cc1	-6.2	3.6	0.7	0.1	0.7	6.3	-2.3	-7.0	-2.7	-3.8
NC(=O)CN(c1ccc([N+](=O)[O-])cc1)S(=O)(=O)c1ccccc1	-2.2	4.7	-2.8	-0.8	1.2	5.3	3.1	8.1	-1.7	-0.1
Cc1ccc(S(=O)(=O)c2ccc(Cl)cc2)cc1S(N)(=O)=O	-0.3	15.1	-2.3	1.1	-5.1	0.2	0.1	-1.7	-8.8	2.4
CCOC(=O)Cn1c(=O)oc2cc(S(=O)(=O)N(C)Cc3ccccc3)ccc21	6.2	1.1	-2.7	-0.7	-1.7	-5.9	4.0	2.6	4.6	-0.6
COc1ccccc1C(=O)NC(=S)Nc1ccc(N2CCN(C(=O)c3ccco3)CC2)cc1	-4.4	-14.3	2.6	-2.1	-0.1	-7.8	-6.1	-4.3	1.8	2.5
COc1ccc(-c2nnnn2C)cc1S(=O)(=O)NCCc1ccccc1	7.4	-5.9	-3.2	-0.1	1.9	-6.8	0.9	14.2	0.3	-0.4
COc1ccc(NC2=NC3(CCCCC3)N=C(N)N2)cc1	3.2	2.3	-2.5	0.1	2.2	3.9	-2.0	4.6	0.2	3.6
CCCN(CCC)CCNC(=O)C1CCCN(S(=O)(=O)c2ccc3c(c2)oc(=O)n3C)C1 (stereo not given)	-3.2	10.4	-4.6	-1.9	-1.6	-0.9	0.9	4.9	13.8	-4.3
COc1cc(S(=O)(=O)Nc2ccccc2C(=O)N2CCCC2)ccc1NC(C)=O	3.3	6.5	1.2	-1.5	13.3	0.7	-1.4	1.6	8.4	-0.2
COC(=O)c1ccccc1NC(=O)CN1CCC(n2nnc3cc(C(F)(F)F)ccc32)CC1	-7.7	-0.7	0.8	-0.7	0.3	-1.9	-1.8	-6.4	0.0	2.4
COC(=O)[C@]12C[C@H](CC(=O)NCc3cccc(C(F)(F)F)c3)C(=O)N(Cc3ccc4c(c3)OCO4)C1=C[C@H](C(C)C)O[C@@H]2C1CC1	·	4.3	-0.8	·	-13.6	-5.4	0.4	·	-7.3	2.6
Cc1cc2ncn(C(=O)c3c(-c4c(Cl)cccc4Cl)noc3C)c2cc1C	0.2	-10.1	-2.3	-1.5	-1.6	1.6	1.5	-0.2	-1.0	-0.9
C=CCn1c(C2CC(=O)N(c3ccc(C)cc3)C2)nc2ccccc21 (stereo not given)	-1.9	6.0	0.6	0.6	-2.1	0.9	-4.3	1.4	-5.5	-6.5

The results go on:
SMILES	HTRA1 inhibitor	TDP2 inh	PRMT1 inh	PG9 Ab binder	mABHD4 FP	NR1D1 modulator	LEDGF integ inh	TCR CD3 inh	SIAE primary	rCAG binder
C=CCSc1nc(N)c(C(=O)Nc2ccccc2OC)cc1C(=O)Nc1ccccc1	-11.2	-1.0	0.5	2.6	-11.3	19.7*	-3.3	10.9	-5.9	14.8
CC(C)CNC(=O)COc1cccc(C(=O)NCc2ccccc2)c1	9.5	0.7	-2.0	0.1	-1.8	1.0	-1.8	-0.4	-1.4	-7.3
O=S(=O)(Nc1nc2ccccc2nc1NCCN1CCOCC1)c1cccc(Cl)c1	9.0	-2.8	-0.2	-2.9	4.4	4.3	3.4	-4.5	5.0	49.1*
COc1ccc(CCNC(=O)CCNC(=O)c2ccc(Br)cc2)cc1OC	-1.8	-0.3	-3.4	-2.7	-1.1	-5.8	0.7	5.0	5.1	-5.6
CCCN(CCC)Cc1c(C(=O)N/N=C/c2ccc(Br)cc2)nnn1-c1nonc1N	-52.0	-2.7	-1.4	-1.2	0.8	-2.4	1.7	2.5	-25.7	8.0
COC(=O)C/C=C/[C@H](C)[C@@H](NC(=O)C(F)(F)F)c1ccccc1Br	·	3.0	-2.5	·	4.7	0.5	0.8	·	1.8	1.7
Cc1ccccc1NC(=S)NC(=O)CCc1ccccc1	-9.9	-4.2	-1.1	-1.4	-3.6	1.3	-1.1	4.1	-3.6	2.3
COc1ccc(N2CCN(C(=O)c3ccc(COc4ccc5c(C)cc(=O)oc5c4)cc3)CC2)cc1	-2.8	12.5	0.7	-2.3	2.3	-3.4	-0.6	0.0	-0.1	3.7
COc1ccc(C(=O)c2ccc(OC)cc2O)c(O)c1	-10.7	13.6	0.8	-0.9	-4.6	2.8	0.1	2.3	-5.4	1.6
CCN(C(=O)CCc1nnc2ccc(NCc3ccco3)nn12)c1ccccc1	-9.0	-4.3	-0.6	-0.2	-2.1	0.9	2.1	4.0	-3.0	3.2
NC(Cc1c[nH]c2ccc(OCc3ccccc3)cc12)C(=O)O (stereo not given)	-17.9	-16.6	4.7	-1.7	0.5	-1.0	-3.6	1.1	3.8	17.3
O=C(C[C@@H]1CC[C@@H]2[C@H](COC[C@H](O)CN2C(=O)Nc2ccc(F)cc2)O1)NCCc1ccncc1	·	-7.7	7.3	-2.0	-0.1	9.6	2.5	-3.5	5.5	1.5
CC1CCN(S(=O)(=O)c2cn(CC(=O)Nc3cccc(C#N)c3)cn2)CC1	1.6	-0.7	-0.7	-1.2	5.1	4.5	0.6	2.5	-0.6	0.5
O=C(Cc1ccccc1)Nc1ccc2c(c1)CCC2	-10.2	1.5	3.5	0.9	-6.2	-1.8	2.0	-4.5	2.3	-2.8
O=S(=O)(c1ccc(Cl)cc1)N1CCC2(CC1)OCCN2S(=O)(=O)c1cccs1	-18.6	1.9	-2.5	-0.1	-5.2	-4.6	0.4	1.8	0.1	1.7
Cc1ccc(C)c(COc2coc(CN3CCN(C(=O)c4ccco4)CC3)cc2=O)c1	-8.2	4.1	1.4	-0.4	-0.5	-2.1	6.7	-3.5	-0.3	-3.9
Cc1nc(Sc2nnnn2C)c2c3c(sc2n1)CCC3	2.3	-3.2	-1.7	-1.7	1.0	0.7	0.9	4.2	-2.1	-1.6
Cc1ccc(NC(=O)c2cnc(N3CCN(c4ccccn4)CC3)c3ccccc23)c(Br)c1	-35.1	3.0	-0.3	-0.4	-13.4	-6.7	2.4	-4.0	0.3	4.4
Cc1cc(C)nc(NS(=O)(=O)c2ccc(NCN3C(=O)c4ccccc4C3=O)cc2)n1	4.3	2.5	-1.8	-0.1	3.1	-4.3	-0.6	-4.7	-2.9	5.4
CCOc1ccccc1N(CC(=O)NC1CCCCC1)C(=O)CCC(=O)Nc1nccs1	5.7	-7.2	-0.3	-1.4	1.1	1.9	-0.8	3.8	3.2	-8.8
O=C(CC1=NC2(CCCC2)Cc2ccccc21)N1CCOCC1	-2.0	-2.4	17.8	-1.7	-5.2	0.5	0.6	1.2	10.9	-4.8
CCOc1ccc(-n2cc(-c3ccccc3)c3c(SC(C)C(=O)OC)ncnc32)cc1 (stereo not given)	-18.1	4.2	-1.6	-0.6	-13.0	0.6	6.1	-0.4	-1.3	5.3
Cc1ccc(Oc2cc(-n3nc(C)cc3C)ncn2)cc1	0.8	-2.1	4.9	-0.1	-5.0	3.6	-7.0	-3.3	-6.4	-3.1
Cc1nc(C)c(C(=O)OCC(=O)Nc2ccccc2SCC#N)s1	-2.2	5.5	-0.4	-1.3	-1.4	-2.4	4.5	6.4	-0.4	1.6
CC1=C(C(=O)N(C)C)CC(CC(=O)NC2CCCCC2)C(=O)N1CCC1=CCCCC1 (stereo not given)	-0.2	1.3	-0.2	1.4	6.6	-0.1	6.7	9.3	10.8	0.4
COc1cccc(C(=O)Nc2ccc(-c3nc4ccccc4o3)c(O)c2)c1	-49.5	-4.0	-0.7	1.9	-18.1	85.5*	0.8	4.5	-66.4	17.7
CC(C)(C)NC(=O)CCc1nnc(Cc2c[nH]c3ccccc23)o1	-3.5	-1.1	-3.1	-1.9	1.0	3.6	-2.5	4.3	5.5	0.6
CC(C)(C)n1nnnc1C(c1ccc(F)cc1)N1CCC(C(N)=O)CC1 (stereo not given)	2.4	2.1	-0.4	-0.1	1.6	-8.2	3.4	2.0	-2.7	-4.6
NC(=O)c1cc2ccccc2o/c1=N\NC(=O)c1ccncc1	5.3	32.1*	-0.7	-3.5	11.3	4.7	5.1	2.5	-4.0	-0.3

TDP2 inh, what is marked active above
Structure | HTRA1 inhibitor | TDP2 inh | PRMT1 inh | PG9 Ab binder | mABHD4 FP | NR1D1 modulator | LEDGF integ inh | TCR CD3 inh | SIAE primary
NC(=O)c1cc2ccccc2o/c1=N\NC(=O)c1ccncc1 | 5.3 | 32.1* | -0.7 | -3.5 | 11.3 | 4.7 | 5.1 | 2.5 | -4.0

An excerpt; the hit share may differ from the screen's.
